Imprint erasure = induces erasure of genomic imprints in mouse ES cells. 110,000 tested, 0.02% active. mouse ES Peg3-LacZ reporter, beta-gal luminescence, 40 h. AID 1948. Potency, µM (series often up to 60.7 µM), for inactives: at the top dose activity change, positive = activation, most hits filed as activators;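 also: 0% = negative control wells on the plate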
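Each well holds 300 Peg3LacZ-Neo (maternal) female ES cells incubated 40 h at 37C, 5% CO2. LacZ is measured by BetaGlo luminescence, with AC50 and maximum efficacy derived from dose-response curves.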
p53ts 32C kill = cytotoxicity in p53ts cells at permissive temperature; H1299-p53A138V at 32C, ATP luminescence viability, 24 h; AID 924; Potency, µM (series often up to 46.1 µM), inactives show at the top dose activity change, negative = cytotoxicity, hits mostly cytotoxic; 130,000 tested, 0.93% active;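 also: 0% = DMSO and -100% = full killing by reference compound; nearly all actives have a fitted effect of over 55% in size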
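H1299-p53 A138V cells (temperature-sensitive p53) exposed 24 h to up to 46 uM compound at 32C, where p53 is wild-type in conformation. Viability read as ATP luminescence and normalised to DMSO and 100 uM tamoxifen. AC50 fitted with the Hill equation.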
p53ts 39C kill = p53ts cell cytotoxicity, nonpermissive temperature | Potency, µM (doses to about 46.1 µM), for inactives: top-dose activity change, negative = cell killing, most hits filed as cytotoxic | 130,000 tested, 1.5% active | H1299-p53A138V viability at 39C, ATP luminescence, 24 h; also: nearly all actives have a fitted effect of over 55% in size
IkB sig inh = IkB pathway inhibition in ABC-DLBCL cells; ABC-DLBCL IkBa-CBG/CBR dual luciferase ratio, 4 h; response scale: scaled: untreated 0%, proteasome inhibitor 100%; Potency, µM (doses to about 57.1 µM), without a hit: top-dose IkBa stabilization activation; 110,000 tested, 0.04% active; AID 445; active = well fitted curve in the direction sought with a large enough effect in the signal ratio, not every such curve was filed as active; inconclusive = small, poorly fitted or top-dose-only effect, or a change in a side signal; the % refers to the signal ratio;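 also: the direction sought is a rising ratio; 0% = basal untreated cells and 100% = reference inhibitor full response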
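Luminescence ratio of IκBα-fused green versus native red beetle luciferase in OCI-Ly3 cells, 4 h post-doxycycline with compound; red signal alone, scaled from basal (0%) to zero light (-100%), flagged nonspecific or cytotoxic effects.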
* marks the source's active call; other numbers are inactive results; ? = inconclusive; . = no result given; & = joins results of further samples; ! = a repeat was not active; [ ] = another dose, or the depositor's remark. Unless noted, calls follow the shape of the dose curve; as a rule, active = well fitted curve in the direction sought with a large enough effect; inconclusive = small, poorly fitted or top-dose-only effect, or another doubt; inactive = no such curve, though single readings can be large; an effect the other way counts as inactive or inconclusive. Unless noted, % is scaled to controls: 0 for no effect and ±100 for the full control effect; potency is read from the fitted curve at half-maximal effect.

The line under a structure holds: Imprint erasure | p53ts 32C kill | p53ts 39C kill | IkB sig inh
CCOc1ccc2c(c1)N(C(=O)CN1C(=O)CCC1=O)C(C)(C)C=C2C
  -11.8% | 1.8% | 2.9% | -0.2%
CC(C)(C)c1ccc(C(=O)NNc2ncnc3c2cnn3-c2ccccc2)cc1
  -6.9%[10.9 µM] | -19.3% | ? | 1.0%
Cc1cc(C(=O)Nc2ccon2)cs1
  -36.8%[inhibitor] | -3.3% | -12.5% | -0.9%
O=C(CSc1nc2ccc(NC(=O)CSc3nnnn3Cc3ccccc3)cc2s1)Nc1ccccc1
  . | 2.6% | 8.5% | .
CCOc1cc(OCC)cc(C(=O)Nc2cccnc2)c1
  14.3% | 6.0% | -1.6% | 4.4%
Cc1cc(=O)n2[nH]c(NC(=O)c3cccc(Cl)c3)nc2n1
  -11.6%[10.9 µM] | 3.8% | -13.0% | ?
CCOc1cccc(NC(=O)C2CC(=O)N(CC)C(=Nc3ccc(F)cc3)S2)c1 (stereo unspecified)
  -12.1%[10.9 µM] | -15.7% | -24.3% | ?
O=C(NCCc1ccc(Cl)cc1)c1nnc(Cc2ccc(Cl)cc2Cl)o1
  -7.4%[10.9 µM] | 6.1% | -11.4% | -0.2%
Cc1ccc(CNC(=O)CCCn2c(=O)[nH]c3ccccc3c2=O)cc1
  3.8% | -0.5% | -0.5% | 2.5%
COc1ccc(N2CCN(C(c3cc(OC)ccc3OC)c3nnnn3Cc3ccco3)CC2)cc1 (stereo unspecified)
  -16.6% | 9.8% | -9.4% | 2.8%
CCOC(=O)c1c(NC(=O)CSc2nnc(CNc3ccc(F)cc3)o2)sc(C)c1C
  -5.5% | -0.2% | -12.9% | 7.5%
CCOC(=O)Cn1c(=O)oc2cc(S(=O)(=O)N3CCCC(C(=O)OCC)C3)ccc21 (stereo unspecified)
  -12.4% | -0.8% | -1.8% | ?
COc1ccc(CNC(=O)c2cnn3c(C(F)F)cc(C)nc23)cc1
  . | 5.3% | 0.5% | .
CCC1(CC)C(=O)N(C)C(=O)NC1=Nc1ccccc1
  -4.4% | 3.0% | 11.4% | 0.1%
Cn1c(=O)[nH]c(=O)c2c1nc(N1CCCCCC1)n2CCCSc1nc2ccccc2o1
  26.7% | 6.2% | 13.3% | 0.7%
COCCCN=C(c1ccco1)n1c(=S)nc(-c2ccco2)n(CCCOC)c1=S
  -38.2%[inhibitor] | -9.6% | -10.4% | 3.1%
Cc1nc2ccc(S(=O)(=O)NCC(=O)N3CCC(N4CCCCC4)CC3)cc2s1
  -7.2% | ? | 8.2% | -1.2%
CC1(C)O[C@@H]2O[C@H]([C@H](O)CO/N=C3/[C@H]4O[C@@H]4[C@@H](O)[C@H]4[C@H]3CCn3c(=O)n(-c5ccccc5)c(=O)n34)[C@@H](O)[C@@H]2O1
  . | 2.4%[9.22 µM] | 1.0%[9.22 µM] | .
C(=N\n1cnnc1)/C1CCCCC1
  1.8% | -0.3% | -9.4% | -0.5%
Cn1c(=O)c2c(nc(CN3CCN(c4ccccc4)CC3)n2Cc2c(F)cccc2Cl)n(C)c1=O
  -5.3% | 11.0% | 14.7% | 0.4%
O=C(OCCN1CCCCC1)c1cc2ccccc2o1
  4.9% | -4.2% | 9.2% | 1.8%
COc1cccc(C(=O)N2CCN(C3CCC(c4ccccc4)CC3)CC2)c1OC (stereo unspecified)
  -12.0% | -4.9% | -8.1% | 1.4%
COc1ccccc1N(CC(N)=O)S(=O)(=O)c1ccc(C)cc1
  . | 0.6% | 12.5% | .
O=C(NCCc1ccccn1)C(F)(F)C(F)(F)C(F)(F)C(F)(F)C(F)(F)C(F)(F)C(F)(F)C(F)F
  . | -22.5% | 0.1% | .
Cc1cc(NS(=O)(=O)c2ccc(Br)s2)no1
  -23.4% | -3.7% | 2.6% | 3.3%
CCNc1ncc2nc(-c3cc(F)cc(F)c3)c(=O)n(C3CC3)c2n1
  -4.4% | -1.0% | 4.2% | -0.3%[11.4 µM]
Cc1cc(N2CCC(C)CC2)nc2ccc(N3C(=O)CCC3=O)cc12
  -8.1% | -4.7% | -11.7% | -2.5%
COc1ccccc1CNC(=O)C1CCN(Cc2nc(-c3ccc(Cl)cc3)oc2C)CC1
  -12.5% | -5.6% | -0.1% | 0.2%
CCOC(=O)N1CCN(c2c(NCCN(C)Cc3ccccc3)c(=O)c2=O)CC1
  12.7% | 2.4% | -3.7% | -1.2%
O=C(Cc1c(F)cccc1Cl)c1ccc(O)cc1O
  . | 51.5%[activator] | 34.4%[activator] | .
CCOCCCN(Cc1cc2cc(C)cc(C)c2[nH]c1=O)C(=O)N(CC)CC
  7.9% | 12.6% | 5.1% | 1.0%
Cc1ccc(SCc2nc(-c3ccc(C(=O)NCC(C)c4ccccc4)cc3)oc2C)cc1 (stereo unspecified)
  -10.2%[10.9 µM] | 0.2% | -13.1% | ?
COc1ccc(CN2COc3ccc4c(-c5ccc(OC)cc5)cc(=O)oc4c3C2)cc1
  -17.1%[10.9 µM] | -1.0% | 1.6% | -0.5%
CCOC(=O)c1c(S(=O)(=O)N2CCCC(C(=O)NCc3ccc(Cl)cc3)C2)c(C)n(C)c1C (stereo unspecified)
  4.8%[10.9 µM] | 10.1% | -10.0% | -1.6%
Cc1ccc(Cn2c(C)c3cnn(CC(=O)NCc4ccccc4)c(=O)c3c2C)cc1
  4.0%[10.9 µM] | 7.2% | -25.0% | 0.6%
Cc1ccc(NP(=O)(c2ccc(N(C)C)cc2NC(=O)c2cccs2)N2CCOCC2)cc1 (stereo unspecified)
  . | 10.3% | -10.0% | .
Cc1cc(C)c2c(c1)cc(C)c1nnc(SCC(=O)Nc3cc(C)on3)n12
  -10.9% | 13.9% | 4.5% | 1.4%
CCOc1ccc(-c2cc(-c3nc(-c4cc(OC)c(OC)c(OC)c4)no3)[nH]n2)cc1Cl
  -5.0%[10.9 µM] | -5.4% | -25.2% | -1.9%
Cc1ccc(NCc2cccn2-c2nnc(N3CCC(C(=O)NC(C)C)CC3)s2)cc1
  -11.1%[10.9 µM] | 12.0% | -12.9% | ?
C=CCCCCCCCCCCCC(O)CC(O)CO (stereo unspecified) (tested in a mixture with another compound)
  -9.3% | -8.1% | -4.3% | .
CCOC(=O)N1CCC(NC(=O)Cn2cc3c(n2)CCCCC3)CC1
  -15.8% | 4.3% | -0.3% | 0.8%
Cc1cc(NC(=O)CN2CC3CC(C2)c2cccc(=O)n2C3)nc2c1c(=O)oc1ccccc12 (stereo unspecified)
  -3.8% | -2.5% | 13.6% | 1.4%
COCC(=O)NCCc1ccc(S(N)(=O)=O)cc1
  1.9% | -6.2% | 3.4% | 1.3%
COc1ccc(S(=O)(=O)N2CCN(C(=O)c3c(C)nn(-c4ccccc4)c3Cl)CC2)cc1
  -19.7% | -6.8% | -0.3% | ?
CC1CCCCN1C(=O)CSc1nnc(Cc2ccccc2)n1C (stereo unspecified)
  . | -3.9% | 2.3% | .
COc1ccccc1NC(=O)c1sc2nc(C)c(C(=O)Nc3ccc(C)cc3C)c(-c3ccc(C)o3)c2c1N
  -7.8%[10.9 µM] | 6.9% | 2.5% | ?
COc1ccc(Cn2nnnc2C(c2ccccc2Cl)N2CCN(C3CCCC3)CC2)cc1 (stereo unspecified)
  -11.0% | -3.3% | -26.8% | 2.1%
O=C(Nc1ccc(N2CCN(C(=O)c3ccco3)CC2)cc1)c1cccs1
  -25.5% | 1.7% | -1.4% | -2.1%
CCCCN(CC)S(=O)(=O)N1CCC(C(=O)NCCCN2CCOCC2)CC1
  3.2% | -2.7% | -4.5% | -0.6%
CC(N)=NCCCC[C@H](N)C(=O)O
  -5.1% | 1.7%&6.5% | 6.5%&4.4% | ?
CCCOc1ccc(/C(O)=C2/C(=O)C(=O)N(c3cc(C)on3)C2c2ccc(C(=O)OC)cc2)cc1 (stereo unspecified)
  -3.0% | -8.1% | 4.7% | -0.1%
CCCCn1c2nc3ccccc3nc2c2c(=N)oc(C)nc21
  -6.5% | 2.6% | -1.5% | -0.1%
C[C@@H](C(=O)NCc1ccccc1)[C@@H]1C[C@@]1(C)[C@@H](NC(=O)OCc1ccccc1)c1ccccc1
  -22.7% | 23.3% | -17.7% | .
CC(=O)Nc1nonc1-c1nnc(SCc2cccc(Br)c2)n1C
  8.8%[10.9 µM] | -13.1% | -12.7% | -0.9%
FC(F)(F)c1nc2nc(Cl)c(Cl)nc2n1CCCN1CCOCC1
  0.3%[10.9 µM] | 6.4%[9.22 µM] | 0.4%[9.22 µM] | 3.1%[11.4 µM]
COc1ccccc1C1CC(=O)NC(C)=C1C(=O)OC1CCCCCC1 (stereo unspecified)
  -9.5%[10.9 µM] | 12.9% | -6.0% | 1.8%
Cc1cc(Cl)ccc1OCC(=O)Nc1ccccc1CO
  -7.7% | -17.2% | -11.0% | -0.3%
Cc1ccc(C)c(N2CCN(C(=O)CCCn3ncn4c(cc5occc54)c3=O)CC2)c1
  -9.5%[10.9 µM] | -3.2% | -28.0% | 3.6%
COCCNC(=O)c1cc(-c2ccc(OC)c(OC)c2)on1
  -13.0% | -0.4% | -12.1% | 4.3%
CCC(Sc1ncc(S(=O)(=O)c2ccc(C)cc2)c(=O)[nH]1)C(=O)Nc1cc(C)ccc1C (stereo unspecified)
  8.7%[10.9 µM] | 15.0% | -22.9% | 0.9%

The list goes on:
The line under a structure holds: Imprint erasure | p53ts 32C kill | p53ts 39C kill | IkB sig inh
N#C/C=C1/NC(=O)c2ccccc2S1
  -19.8% | 3.5% | -2.4% | 0.8%
CCOC(=O)N1CCN(C(=O)CSc2nc3ccccc3c(=O)n2-c2ccccc2)CC1
  -8.8% | 3.3% | 0.4% | 6.0%
COc1cc(C2NC(=O)NC(C)=C2C(=O)OC2CCCCC2)cc(Br)c1O (stereo unspecified)
  -1.0% | 12.5% | -1.0% | 5.6%
Cc1nc2cc(C(=O)NCCC3=CCCCC3)ccc2n1-c1ccc(Br)cc1
  -10.5%[10.9 µM] | 13.9% | 11.7% | -2.8%
COc1ccc(CNc2nc3c(-c4ccc(C)cc4)nnn3c3ccccc23)cc1
  -10.4%[10.9 µM] | -4.3% | -12.1% | -0.7%
COc1cc(-c2ccc(N=Nc3ccc4c(S(=O)(=O)O)cc(S(=O)(=O)O)c(N)c4c3O)c(OC)c2)ccc1N=Nc1ccc2c(S(=O)(=O)O)cc(S(=O)(=O)O)c(N)c2c1O
  -42.5%[inhibitor] | ? | 10µM*! | ?
CCOC(=O)CNC(=O)CSc1ncnc2c1cnn2-c1ccc(C)cc1
  . | -9.5% | -11.4% | -1.7%
O=C(NCCc1c[nH]c2ccccc12)[C@@H]1C[C@H]1[C@@H](NP(=O)(c1ccccc1)c1ccccc1)c1ccccc1
  -13.1% | 56.1%[activator] | 22.7% | .
CC(=O)c1ccc(N2CCN(C(=O)C3CCN(S(=O)(=O)c4ccc(Br)s4)CC3)CC2)cc1
  -12.5%[10.9 µM] | 1.3% | -1.9% | ?
CC(C)NC(=O)C1CCC(Cn2c(=O)c3sccc3n(Cc3ccc(F)cc3)c2=O)CC1 (stereo unspecified)
  -3.9%[10.9 µM] | -8.6% | 2.5% | -0.4%
O=C(CSc1nc2c(cnn2-c2ccc(F)cc2)c(=O)[nH]1)Nc1ccc(Br)cc1
  -6.4%[10.9 µM] | 9.6% | 19.0% | ?
Cc1cccc(OCC(=O)Nc2cc(C)c(C)cc2O)c1
  . | 1.0% | -2.6% | 7.4%
Cc1nc(-c2ccc(C)c(N3CCN(C(=O)Nc4ccc(Br)cc4)CC3)c2)no1
  15.2%[10.9 µM] | 1.3% | -16.4% | -2.1%
CC(C)(C)n1nc2c(c1NC(=O)COc1ccc(Cl)cc1)CSC2
  -20.5% | 14.0% | 11.8% | ?
O=C(COc1ccc(Cl)cc1)Nc1nnc(S(=O)(=O)N2CCCCCC2)s1
  -18.6%[10.9 µM] | -1.6% | 0.7% | -0.7%
Cn1c2ccccc2c2c(C(=O)NCCCN3CCCC3=O)cn(C3CCCCC3)c(=O)c21
  -21.9% | -0.3% | -4.1% | 0.7%
CCCCN(C)S(=O)(=O)c1ccc(C(=O)Nc2sc3c(c2C(=O)OCC)CCN(C(C)C)C3)cc1
  -20.7%[10.9 µM] | 6.0% | -27.0% | ?
